PglD inh: inhibitors of Campylobacter jejuni PglD acetyltransferase; purified PglD enzyme, DTNB colorimetric CoA detection; inhibition, % at 12.5 µM; hit rate 0.098% among 360,000; AID 602405; in the data active means inhibition above about 16%, passing the limit was not always enough; further: strong numbers were not always called active
PGC1a acetyl inh: PGC1a acetylation modulation, inhibitor mode; U2OS PGC1a acetylation, AlphaScreen anti-acetyl-lysine; with virally co-expressed GCN5 acetyltransferase; inhibition, % at 15.6 µM; hit rate 0.17% among 350,000; AID 651687;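 active means every replicate shows inhibition of at least 40%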;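 further: 0% = neutral control wells and 100% = positive control wells; some results beyond the cut were filed as inactive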
INS-1E GSIS act: GLuc luminescence reporter in INS-1E cells, primary screen for activators of glucose-dependent secretion of insulin | INS-1E GLuc reporter insulin secretion, 2-3 h | activation, % at 16.6 µM | hit rate 0.61% among 370,000 | AID 743287;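 active means lowest replicate activation of at least 40%, so every replicate reaches that level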;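 further: 0% = median of neutral control wells and 100% = median of IBMX positive control wells; some compounds called inactive have numbers as strong as hits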
C2C12 statin: suppression of simvastatin myotoxicity. C2C12 myotubes + simvastatin, ATP luminescence, 48 h; scaled: DMSO 0, geranylgeraniol control 100. rescue of ATP level, % at 7.49 µM. hit rate 0.78% among 330,000. AID 602340;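 active means mean ATP rescue above about 67%, or every replicate alone reaching that limit, limit read from the data, passing the limit was not always enough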;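 further: myotubes were challenged with 10 µM simvastatin during compound exposure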
FN deposition inh: fibronectin deposition inhibition. AH1F fibroblasts, Alexa488-fibronectin deposition fluorescence, overnight. inhibition, % at 12.6 µM. hit rate 0.086% among 350,000. AID 743247;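 active means mean inhibition across replicates of 30% or more, regardless of how many single replicates reach that level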;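 further: positive control wells lacked labelled fibronectin entirely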
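Test system: AH1F fibroblast monolayer depositing Alexa488-labelled fibronectin into matrix. Input: 10000 cells per well. Technique: fluorescence, ex 485 nm, em 525 nm. Buffer or medium: DMEM plus 2% serum, read in PBS. Timing: 1 h cell adhesion before compound, then overnight fibronectin incubation. Compound: single dose, pinned. Read-out basis: inhibition from reduced deposited-fibronectin fluorescence.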
CFTR F508del cor: CFTR F508del correction in bronchial cells; CFBE cells, YFP halide quenching; stimulated with forskolin plus potentiator P3; % fluorescence drop versus neutral controls; activity (quench increase), % at 7.58 µM; hit rate 0.36% among 350,000; AID 720511;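 active means mean added fluorescence quench of at least 8% versus neutral control, with both replicates also reaching 8%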;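 further: cells transiently co-express mutant CFTR-F508del with the halide-sensitive YFP; corrector assay measuring rescue of mutant channel to the surface after 24 h compound exposure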
miR122 inh: inhibitors of miR-122 in Huh7 cells; Huh7 miR-122 Renilla luciferase sensor, 48 h; neutral wells = 0, positive control = 100; activation (reporter increase), % at 12.5 µM; hit rate 0.3% among 340,000;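 active means mean replicate activation score at least 90 and every replicate individually at or above 90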;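 further: higher luciferase means less miR-122 activity so hits act as miR-122 inhibitors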
Cneo AK release: Cryptococcus neoformans lysis via adenylate kinase release; C. neoformans lysis, adenylate kinase release luminescence, 4 h; normalised: neutral wells 0, clomiphene wells 100; lysis activity, % at 15 µM; hit rate 0.2% among 360,000;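 active means mean lysis activity across replicates of at least 80%, whatever share of replicates individually reach that level; inactive means mean lysis activity below 80%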
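Material: C. neoformans cells | Amount: Yeast cell density of 5 × 10^6 cells/mL | Medium: Fresh YPD growth medium | Dosing: Single dose | Times: Static 4 h at 37 °C with compound, 1 h detection | Detection: AK luminescence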
The depositor's hits bear a star; · = no result given; & = joins results of further samples; [ ] = another dose, or the depositor's remark. An unsorted share of the library; overall some 2.1% were active at least once.

Molecule	PglD inh	PGC1a acetyl inh	INS-1E GSIS act	C2C12 statin	FN deposition inh	CFTR F508del cor	miR122 inh	Cneo AK release
COCC1CCN(C(=O)C2CCC(=O)N(C3CCCCCC3)C2)CC1 (stereo unspecified)	3	6	5	·	·	-0.3	-1	1
Cc1cccc(C=Nc2ccccc2C(N)=O)c1	-1	-15	29	-31	·	4.2	17	0
COCc1c(C(=O)NC(C)c2ccc(S(N)(=O)=O)cc2)oc2ccccc12 (stereo unspecified)	-2	·	12	6	4	4.6	·	1
Cc1ccc(NC(=O)Cc2n[nH]c(=S)n2C)cc1	-1	1	3	-4	-6	-0.7	2	-1
CC(c1ccccc1)N1CNc2c(c(=O)n(C)c(=O)n2C)C1 (stereo unspecified)	-2	·	3	-2	·	·	·	-1
Cc1c(C(=O)N/N=C/c2ccc(-c3ccccc3[N+](=O)[O-])o2)sc(N)c1C#N	4	6	7	-43	12	·	1	-3
O=C(C1CCOCC1)N1CC(=O)N2[C@H](CO)[C@@H](c3ccc(/C=C/c4ccccc4)cc3)[C@@H]2C1	·	-4	-1	·	13	0.3	·	·
O=C(CSc1nc2ccccc2c(=O)[nH]1)Nc1cccc([N+](=O)[O-])c1	-1	-2	-2	-12	·	-0.9	-7	1
C/C=C/c1ccc([C@@H]2[C@@H](CN(C)S(C)(=O)=O)N(C(C)=O)[C@H]2CO)cc1	-1	2	5	1	-18	-0.6	-6[16.7 µM]	-1
C=CCc1ccccc1OCC(O)CN1CCN(c2ccccc2F)CC1 (stereo unspecified)	6	11	-5	1	·	·	4	0
CCOC(=O)c1c(NC(=O)CSc2nnc(-c3cccnc3)o2)sc(C)c1C	-6	3	11	4	·	·	-3	-2
CCNc1[nH]c(=O)n(C)c(=O)c1N=O	-2	7	·	-3	15	·	-2	0
COc1ccccc1Nc1ncc(-c2cccs2)s1	6	-2	·	-14	·	·	0	18
O=C(CN(C(=O)c1csnn1)c1ccccc1F)NCc1ccc2c(c1)OCO2	0	·	13	-17	-3	-1.1	·	3
Cc1noc(C)c1NC(=O)Nc1ccc2c(c1)C(=O)N([C@@H](C)CO)C[C@@H](C)[C@H](CN(C)Cc1ccccc1)OCCCC[C@H](C)O2	-2	1	5	·	2	-0.9	5[16.7 µM]	12
CCCCc1ccc(CC(=O)Nc2cc(S(=O)(=O)N3CCOCC3)ccc2O)cc1	2	-6	6	4	·	-0.3	-2	0
CCOc1ccc(CCNC(=O)CSc2nnnn2C)cc1OCC	·	0	7	·	-7	-0.5	-10	·
CCc1ccc(OCC(=O)O/N=C(\N)c2ccncc2)cc1	-1	-4	-22	·	·	-1.1	-2	-2
Cc1ccc(Cn2nnnc2CN2CCC(NC(=O)C(C)(C)C)CC2)cc1	·	11	9	·	2	-0.4	·	·
CN(C)C1=NC[C@H](Cc2ccccc2)N1CCc1ccc(F)cc1	-1	-15	2	-2	-8	-0.1	-3	2
CN(CCc1ccccc1)C(=O)c1ccc(NC(=O)Cc2cccc(NC(=O)C3CCN(C(=O)C4CC4)CC3)c2)cc1	3	·	·	10	-2	-2.5	·	0
N#Cc1c(-c2cccc(Br)c2)cc(-c2cccnc2)nc1N	5	2	90*	·	·	·	3	11
C[C@@H]1CN([C@H](C)CO)C(=O)c2cccc(NC(=O)c3nc4ccccc4s3)c2O[C@@H]1CN(C)Cc1ccc2c(c1)OCO2	·	14	-22	·	-1	-0.1	·	1
CS(=O)(=O)Nc1ccc(C(=O)NCCC2=CCCCC2)cc1	-5	5	·	-62	·	·	-11	2
O=C(C[C@@H]1C=C[C@H](NC(=O)c2ccccc2)[C@H](CO)O1)NCCc1ccncc1	0	7	4	24	3	1.4	·	-3

Molecule	PglD inh	PGC1a acetyl inh	INS-1E GSIS act	C2C12 statin	FN deposition inh	CFTR F508del cor	miR122 inh	Cneo AK release
COc1cc(Cl)c(NS(=O)(=O)c2ccc(-c3ccc(=O)[nH]n3)o2)c(OC)c1	4	8	1	2	8	-0.5	-3	-1
C[C@@H]1CCCCO[C@@H](CN(C)S(=O)(=O)c2ccc(Cl)cc2)[C@H](C)CN([C@@H](C)CO)C(=O)c2cc(NC(=O)Nc3cccc4ccccc34)ccc2O1	0	4	9	·	14	3.1	-12[16.7 µM]	3
COc1cc(CCC(=O)N2CCN(c3ncccn3)CC2)cc(OC)c1OC	-3	12	9	·	4	2.0	-1	4
Cn1cc2cccc([N+](=O)[O-])c2n1	0	0	12	-9	4	·	-2	-2
O=C(CCCOc1ccc(Cl)cc1Cl)NCCc1ccccn1	-2	·	-7	1	2	-0.8	0	3
COc1ccc(CN2C[C@H](O)COC[C@H]3O[C@H](CC(=O)N(C)C)CC[C@@H]32)cc1	0	-5	10	10	0	2.4	2[16.7 µM]	1
COc1ccc(N2CSC(=S)N(c3ccc(OC)cc3)C2)cc1	1	·	-1	·	2	1.7	·	-1
COc1ccc(Nc2ncc(C(=O)O)c3ccccc23)cc1	-12	9	·	1	·	·	4	4
COc1ccc(CN(C)C[C@@H]2Oc3ccc(NS(=O)(=O)c4ccc(F)cc4)cc3CC(=O)N([C@H](C)CO)C[C@H]2C)cc1	2	0	-10	75*	-16	-1.7	-1[16.7 µM]	1
O=C(c1[nH]c(C(F)(F)F)nc1-c1ccccc1)N1CCc2ccccc2C1	-5	-10	-10	0	-3	-1.3	2	-1
CC1CCCCC1Nc1ncnc2sccc12 (stereo unspecified)	-2	4	-19	-15	2	0.8	-9	-1
COc1ccc(CNC(=O)C[C@@H]2CC[C@@H](NS(=O)(=O)c3cccc(OC)c3)[C@@H](CO)O2)cc1	5	3	-3&9	-5	3	0.4&-1.2	·	-6
C[C@H]1CN([C@@H](C)CO)C(=O)c2cc(-c3ccccc3)cnc2O[C@@H]1CN(C)C(=O)Cc1cccnc1	5	0	6	15	5	2.1	-1[16.7 µM]	2
C[C@H](O)C#Cc1ccc2c(c1)O[C@@H](CN(C)C)[C@@H](C)CN([C@@H](C)CO)S2(=O)=O	2	7	11	32	7	-3.8	-1[16.7 µM]	-1
CCCCn1c(N)c(N(CC(C)C)C(=O)C2CCN(S(=O)(=O)c3ccc(C)c(C)c3)CC2)c(=O)[nH]c1=O	4	·	10	-10	·	1.3	-11	2
Cc1ccc(C(C(=O)NC2CCCCC2)N(CC2CCCO2)C(=O)CNC(=O)c2ccco2)cc1 (stereo unspecified)	-2	-3	-8	·	·	·	-4	0
Cc1ccc(S(=O)(=O)Nc2ccc3c(c2)C(=O)N([C@@H](C)CO)C[C@H](C)[C@@H](CN(C)S(=O)(=O)c2cn(C)cn2)OCCCC[C@H](C)O3)cc1	3	-4	1	·	-3	-1.5	0[16.7 µM]	61
O=c1c(-c2ccc(O)cc2)coc2cc(OC3OC(CO)C(O)C(O)C3O)ccc12 (stereo unspecified)	-1	10	-3	5	5	1.4	6	4
O=C(CSc1nnnn1C1CC1)Nc1cc(S(=O)(=O)N2CCCC2)ccc1Cl	-2	-17	-7	-3	-3	-2.6	5	-2
C[C@H](CO)N1C[C@H](C)[C@H](CN(C)C(=O)Nc2ccc(F)cc2)Oc2ccc(NC(=O)Cc3ccccc3)cc2CC1=O	-7	-6	1	17	-4	0.2	2[16.7 µM]	-1
Cc1ccc(C(=O)C2=C(O)C(=O)N(CC3CCCO3)C2c2ccccc2F)o1 (stereo unspecified)	-2	·	15	6	3	1.4	·	0
C[C@@H]1CCCCO[C@H](CN(C)C(=O)Nc2ccccc2)[C@H](C)CN([C@H](C)CO)C(=O)c2cc(NC(=O)Nc3ccc(F)cc3)ccc2O1	1	-11	-6	·	·	0.6	-10[16.7 µM]	-3
O=[N+]([O-])c1ccc(-n2nnnc2CN2CCCCC2)cc1	0	3	-1	4	-5	1.0	0	1
C[C@@H]1CN([C@@H](C)CO)C(=O)CCCn2nncc2CO[C@@H]1CN(C)S(=O)(=O)c1ccc(Oc2ccccc2)cc1	5&6&-1	7&-8&-1	4&-15	18&19&2	10&6	-0.3&-0.1&1.3	-3	-1&1&7
O=C(COC(=O)CCc1nc2ccccc2c(=O)[nH]1)NC(c1ccccc1)c1ccccc1	8	3	-1	-1	-15	-3.5	-5	1

Whole records from above. Values in the order: PglD inh, PGC1a acetyl inh, INS-1E GSIS act, C2C12 statin, FN deposition inh, CFTR F508del cor, miR122 inh, Cneo AK release
Profile of C[C@H]1CN([C@@H](C)CO)C(=O)c2cc(-c3ccccc3)cnc2O[C@@H]1CN(C)C(=O)Cc1cccnc1 = 5, 0, 6, 15, 5, 2.1, -1[16.7 µM], 2
Profile of CC1CCCCC1Nc1ncnc2sccc12 (stereo unspecified) = -2, 4, -19, -15, 2, 0.8, -9, -1
Profile of COc1ccc(CNC(=O)C[C@@H]2CC[C@@H](NS(=O)(=O)c3cccc(OC)c3)[C@@H](CO)O2)cc1 = 5, 3, -3&9, -5, 3, 0.4&-1.2, ·, -6

Additional compounds follow:
Molecule	PglD inh	PGC1a acetyl inh	INS-1E GSIS act	C2C12 statin	FN deposition inh	CFTR F508del cor	miR122 inh	Cneo AK release
CCOC(=O)CCSc1nnc(-c2cccnc2)n1-c1ccccc1OC	2	-7	·	7	-1	·	3	-1
CC1(C)CC(=O)C(C(C2=C(O)CC(C)(C)CC2=O)c2ccc(Br)s2)C(=O)C1 (stereo unspecified)	0	0	-66	·	-6	·	-6	2
Cn1c(N)c(C(=O)COC(=O)/C=C/c2ccccc2F)c(=O)n(C)c1=O	-8	3	·	2	6	-0.6	-3	13
C[C@H]1CN([C@@H](C)CO)C(=O)c2cccc(NC(=O)NC3CCCCC3)c2O[C@H]1CN(C)C(=O)NC1CCCCC1	13	2	-5	-44	·	0.2	2[16.7 µM]	0
CNS(=O)(=O)c1ccc(CNC[C@H]2O[C@@H](n3cnc(C(N)=O)n3)[C@H](O)[C@@H]2O)cc1	-2	24	3	4	4	-6.4	-9	-1
COC(=O)Nc1snnc1C	7	-3	5	27	·	·	-3	-3
Cc1ccccc1CC1(CO)CCCN(C(=O)c2ccc(F)cc2)C1 (stereo unspecified)	-6	2	-14	-4	·	-0.5	-1	-2
CCN1CCN(c2cc(=O)n(Cc3ccc(F)cc3)c(=O)[nH]2)CC1	-2	-1	0	-1	-9	1.4	1	-1
Cc1ccc(S(=O)(=O)N(C)C[C@@H]2Oc3ccc(NC(=O)Nc4c(C)noc4C)cc3CC(=O)N([C@@H](C)CO)C[C@@H]2C)cc1	0	1	4	-43	·	1.4	15[16.7 µM]	47
COCCNC(=O)Cn1cnc2sc(C)c(S(=O)(=O)N3CCN(c4ccccc4OC)CC3)c2c1=O	-1	-9	0	-3	2	-2.7	-5	-3
COC(C(=O)Nc1ccnn1C1CCN(C(=O)c2cccc(F)c2)CC1)c1ccccc1 (stereo unspecified)	0	-3	-4	-3	7	0.8	-1	3
COc1ccc(NC(=O)/C=C/c2cc(OC)c(OC)c(OC)c2)cn1	·	-2	2	·	-3	-0.8	·	·
CCN(CC(=O)Nc1cc(Cl)ccc1C)C(=O)c1ccc(=O)n(Cc2ccccc2)n1	1	·	-15	7	-1	0.7	·	10
COc1ccc(NC2CCCN(C(=O)c3cc(CC(C)C)nc(N)n3)C2)cc1 (stereo unspecified)	0	-2	0	-20	-8	-0.9	-4	0
